KCNK3 inh = human KCNK3 channel inhibition, primary screen; CHO-KCNK3 thallium flux, FluxOR fluorescence; hits give low values; B-score at 10 µM; actives 0.84% (n = 340,000); AID 602410;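 active means B-score under library mean minus 4 SD, starting fluorescence ratio at most library mean plus 5 SD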;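 further: more negative B-score means stronger inhibition of thallium flux through KCNK3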
Dyrk1A ADPGlo = inhibitors of rat Dyrk1A kinase; ADP-Glo luminescence, NFATc1 peptide; inhibition, % at 12.5 µM; actives 0.43% (n = 310,000); AID 504441; in the data active means inhibition above about 50%;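 further: plate controls were vehicle with enzyme for no effect and no enzyme for full effect; many of its hits are not listed in these tables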
KCNQ1 pot = potentiators or activators of human KCNQ1 potassium channel | P51787 | B-score at 10 µM | actives 0.35% (n = 310,000) | CHO-K1 KCNQ1, thallium flux FluxOR fluorescence; hits give high values;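 active means fluorescence ratio B-score, a plate-corrected score, at least three library SD, with initial intensity B-score within 5 SD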
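Schedule – 37 °C overnight plating, 90-min dark dye load, 20-min compound pretreatment · System – stable KCNQ1 CHO-K1 line · Probe or stimulus – thallium- and potassium-containing depolarizing buffer · Measured by – kinetic FluxOR fluorescence, 10 s baseline plus 110 s post-stimulus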
ANO1 block = inhibitors of mouse TMEM16A calcium-activated chloride channel; normalized B-score (activity score, 25-100; higher = stronger inhibition) at 10 µM; HEK293 TMEM16A/YFP iodide influx fluorescence, ionomycin; AID 588511; actives 1.2% (n = 310,000);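 active means ratio plate-corrected score three or more library SD toward inhibition, starting fluorescence score within five deviations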;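 further: score derived from kinetic fluorescence span divided by baseline fluorescence per well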
hERG rescue = shields human hERG channel from block by proarrhythmic agents | Q12809 | CHO-hERG, FluxOR thallium flux, dofetilide IC70 present | activation (rescue from dofetilide block), less the hit threshold, % at 10 µM | actives 0.51% (n = 310,000);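 active means activation above the mean of controls blocked by dofetilide plus 5 SD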;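 further: thallium influx through hERG after potassium depolarization seen as dye fluorescence rise; in these data hits start at about 4.7%; inactives centre near -7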
TRPC4 act = activators of mouse TRPC4 channel | B-score at 10 µM | HEK293 TRPC4beta/mu-opioid, Fluo4 calcium fluorescence; hits give high values | actives 0.49% (n = 310,000) | Q9QUQ5;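 active means B-score above 5 SD of library B-scores, and initial fluorescence ratio not above library mean plus 5 SD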;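 further: positive B-score marks a calcium rise read as TRPC4 activation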
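Test system: HEK293 cells stably co-expressing mouse TRPC4beta and mu-opioid receptor | Schedule: Fluo4 dye loading 45 min at room temperature, 110 s recording | Measured by: Kinetic Fluo4 calcium fluorescence, 5 s baseline at 1 Hz | Evaluation: B score of integrated ratio | Controls: Buffer (low) and maximal DAMGO (high)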
KCNK9 block = blocks the human KCNK9 two-pore domain potassium channel. Q9NPC2. HEK293 KCNK9, FluxOR thallium flux fluorescence; hits give low values. B-score at 10 µM. actives 1.2% (n = 310,000). AID 488922;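 active means ratio B-score over 3 SD below the library mean, with starting fluorescence within 5 SD of its mean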;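 further: negative B-score means less thallium flux so channel inhibition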
Target sequence (Q9NPC2 whole entry, looked up, the tested form may be a part): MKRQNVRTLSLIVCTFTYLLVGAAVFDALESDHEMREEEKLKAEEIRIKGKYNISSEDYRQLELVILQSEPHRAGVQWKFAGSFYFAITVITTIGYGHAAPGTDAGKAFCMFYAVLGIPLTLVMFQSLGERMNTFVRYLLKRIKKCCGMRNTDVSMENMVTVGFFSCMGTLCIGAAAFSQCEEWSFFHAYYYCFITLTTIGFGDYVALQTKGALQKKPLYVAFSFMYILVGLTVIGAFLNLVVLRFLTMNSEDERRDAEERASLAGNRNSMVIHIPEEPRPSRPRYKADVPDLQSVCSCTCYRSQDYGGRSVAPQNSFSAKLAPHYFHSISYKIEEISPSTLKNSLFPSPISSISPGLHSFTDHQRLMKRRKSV
KCNQ1 block = inhibitors of human KCNQ1 potassium channel; P51787; CHO-K1 KCNQ1, FluxOR thallium flux fluorescence; hits give high values; B-score at 10 µM; actives 1.3% (n = 310,000); AID 2642;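 active means compounds whose thallium flux B-score, printed positive for inhibition, exceeds three library SD while starting fluorescence stays within three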;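 further: channel opened by potassium depolarization with thallium stimulus after 20 min compound exposure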
TRPC4 potent = allosterically enhances the mouse TRPC4 cation channel. Q9QUQ5. HEK293 TRPC4beta/mu-opioid, DAMGO EC20, Fluo-4 Ca2+ flux; hits give high values. B-score at 10 µM. actives 0.42% (n = 310,000);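 active means B-score of calcium response area above 5 SD of library B-scores, with initial fluorescence ratio within 5 SD of library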;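 further: B-score of integrated fluorescence ratio over time as area under calcium response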
ANO1 activ = activates or potentiates the mouse TMEM16A chloride channel; HEK293 TMEM16A/YFP-H148Q/I152L, iodide quench fluorescence; hits give low values; B-score at 10 µM; actives 0.3% (n = 340,000); AID 623877;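 active means fluorescence-ratio B-score plate-corrected deviation score at least 3 library SD below zero, with starting fluorescence score within 5 deviations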;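 further: channel opened by trigger with iodide after compound preincubation; score built on the fluorescence ratio of max minus min over baseline; more negative score means more quench and so TMEM16A activation or potentiation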
HDAC3 inhib = inhibitors of human histone deacetylase 3; recombinant HDAC3, fluorogenic peptide/trypsin coupled, fluorescence; inhibition, % at 8.3 µM; O15379; actives 0.15% (n = 320,000); in the data active means inhibition above about 26%, passing the limit was not always enough; inconclusive means no clear call, values can overlap the other calls
Target sequence (O15379 whole entry, looked up): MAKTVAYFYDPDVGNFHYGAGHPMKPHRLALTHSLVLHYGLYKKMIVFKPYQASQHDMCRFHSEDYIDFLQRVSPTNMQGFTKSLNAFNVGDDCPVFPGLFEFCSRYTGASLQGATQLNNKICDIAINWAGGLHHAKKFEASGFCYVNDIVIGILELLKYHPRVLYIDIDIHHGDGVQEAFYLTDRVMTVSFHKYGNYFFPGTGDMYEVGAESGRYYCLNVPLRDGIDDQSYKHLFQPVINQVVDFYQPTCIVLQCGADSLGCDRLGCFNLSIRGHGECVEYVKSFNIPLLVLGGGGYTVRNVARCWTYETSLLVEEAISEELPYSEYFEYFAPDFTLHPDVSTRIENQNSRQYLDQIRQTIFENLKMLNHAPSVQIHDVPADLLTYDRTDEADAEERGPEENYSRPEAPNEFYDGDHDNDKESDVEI
The depositor's hits bear a star; i = inactive; ? = inconclusive; . = not tested or not shown. Only part of the results is shown. The share of hits here may be higher or lower than overall.

SMILES	KCNK3 inh	Dyrk1A ADPGlo	KCNQ1 pot	ANO1 block	hERG rescue	TRPC4 act	KCNK9 block	KCNQ1 block	TRPC4 potent	ANO1 activ	HDAC3 inhib
COc1ccc(NC(=O)COC(=O)c2ccc(OCc3ccccc3Cl)c(OC)c2)c(OC)c1	i	9	i	i	-6	i	i	i	i	i	3
O=S(=O)(c1cccc2cccnc12)N1CCN(Cc2ccc3c(c2)OCO3)CC1	i	-10	i	i	0	i	i	i	i	i	-5
N#Cc1c2n(c3c(=O)n(Cc4ccccc4Cl)cnc13)CCCC2	i	6	i	i	-12	i	i	i	i	i	2
Cc1ccc(NC(=O)c2sc(Cl)nc2-c2ccccc2)cc1	i	-4	i	i	-2	i	i	i	i	i	1
COCCn1c(=NC(=O)CN2C(=O)CCC2=O)sc2cc(S(N)(=O)=O)ccc21	i	-4	i	i	-13	i	i	i	i	i	1
CCN(/C=N/c1sc2c(c1C#N)CCCCC2)CC	i	21	i	100*	-13	i	i	i	i	i	14
COc1ccc(Cl)cc1N(CC(=O)N/N=C/c1ccc(OCC(N)=O)cc1)S(C)(=O)=O	i	-6	i	i	-6	i	i	i	i	i	4
CCOC(=O)Cn1ccc(NC(=O)COc2ccc(F)cc2)n1	i	-1	i	i	-6	i	i	i	i	i	-11
CCCn1c(SCC(=O)Nc2nnc(CC)s2)nnc1-c1ccncc1	i	3	i	i	-9	i	i	i	i	i	-1
Cc1ccc(S(=O)(=O)N2CCN(C(=O)CN3CCOCC3)C2C(C)C)cc1 (centres undefined)	i	-1	i	i	-8	i	i	i	i	i	1
CC(=O)Nc1ccc(S(=O)(=O)N2CCCC2C(=O)Nc2ccc(F)cc2)cc1 (centres undefined)	i	0	i	i	-8	i	i	i	i	i	.
NC(=O)Cc1nc2scc(-c3ccccc3)c2c(=O)[nH]1	i	0	i	i	-14	i	i	i	i	i	23
CC(=O)OC1COC(n2c(O)c(N=NC(N)=S)c3ccccc32)C(OC(C)=O)C1OC(C)=O (centres undefined)	i	3	i	i	-1	i	i	i	i	i	10
O=C(c1ccc(Br)cc1)N(c1ccccn1)C1CCCCC1	i	6	i	i	-18	i	i	i	i	i	4
CC(=O)Nc1ccc(Nc2ccccc2)cc1	i	2	i	i	-5	i	i	i	i	i	-1
CN(Cc1ccccc1)C(=C(Cl)Cl)/C(=C1/NCCN1C)[N+](=O)[O-]	i	-4	i	i	-5	i	i	i	i	i	4
CC(C)(C)c1ccc(CNC(=O)C2CCCN2C(=O)Nc2ccccc2)cc1 (centres undefined)	i	-4	i	i	-4	i	i	i	i	i	-5
CCC(C(=O)OCC(=O)Nc1c(Cl)cccc1Cl)c1ccccc1 (centres undefined)	i	-1	i	i	-6	i	i	i	i	i	-4
Cc1ccc(NC(=O)C(c2ccccc2)c2ccccc2)nc1	i	1	i	i	-14	i	i	i	i	i	-1
CC(=O)Nc1cccc(OCC(O)Cn2cnc3ccccc32)c1 (centres undefined)	i	-3	i	i	-4	i	i	i	i	i	-1
COc1ccc(C(=O)/C=C/c2ccc(OC)c(CN3CCOCC3)c2)cc1	i	-2	i	i	-12	i	i	i	i	i	17
O=C(/C=C/c1ccc(Br)cc1)c1ccc(NC(=O)c2ccco2)cc1	i	0	i	i	-1	i	i	i	i	i	8
CCOC(=O)c1cccc(NC(=O)CCCn2c(=O)c3cccn3c3cccnc32)c1	i	.	i	i	-8	i	i	i	i	i	0
COc1cc(NC(=O)c2cnc(NCc3ccccc3)nc2C)cc(OC)c1OC	i	-1	i	i	-4	i	i	i	i	i	-7
O=C(NNC1CC(=O)N(c2ccccc2)C1=O)c1ccco1 (centres undefined)	i	-2	i	i	-11	i	i	i	i	i	?
COc1ccccc1NS(=O)(=O)c1cc(N)ccc1N1CCCCC1	i	-8	i	i	-14	i	i	i	i	i	10
Cc1cc(C)c(NC(=S)N(CCN(C)C)C(C)c2cccnc2)c(C)c1 (centres undefined)	i	0	i	i	-5	i	i	i	i	i	-2
CC(=O)Oc1ccc(C(=O)Nc2ccccc2C(=O)NCC(C)C)cc1	i	6	i	i	-12	i	i	i	i	i	7
COCCN(C(=O)COC(=O)CSc1ccc2ccccc2c1)c1c(N)n(Cc2ccccc2)c(=O)[nH]c1=O	i	12	i	i	-16	i	i	i	i	i	-3
COC(CNC(=O)C(=O)Nc1cc2c3c(c1)CC(=O)N3CCC2)OC	i	-6	i	i	-7	i	i	i	i	i	8
CC1(C)CC(=O)C2=C(C1)Nc1ccccc1NC2c1cccc(F)c1 (centres undefined)	i	-5	i	i	-5	i	i	i	i	i	4
COc1ccc(NC(=O)C(NC(C)=O)C(=O)NCc2ccccc2OC)cc1 (centres undefined)	i	-6	i	i	-8	i	i	i	i	i	2
O=C(NC1CCSc2ccccc21)c1cccc(S(=O)(=O)N2CCOCC2)c1 (centres undefined)	i	24	i	i	-15	i	i	i	i	i	0
Cn1c(CCNC(=O)c2ccco2)nc2ccccc21	i	-6	i	i	-4	i	i	i	i	i	-4
CCOc1ccc(N2C(=O)CC(Sc3nc(O)c(CC)c(=O)[nH]3)C2=O)cc1 (centres undefined)	i	.	i	i	-1	i	i	i	i	i	-3
Cc1ccc(CNC(=O)C2CCC(=O)N2C(C)C)cc1 (centres undefined)	i	-5	i	i	-3	i	i	i	i	i	-5
Cc1ccc(C2=NO[C@@](CC(=O)O)(C(=O)Nc3ccc4c(c3)OCCO4)C2)cc1	i	-5	i	i	-7	i	i	i	i	i	-1
O=C(CNC(=O)c1nc[nH]c1C(=O)N1CCc2ccccc2C1)OCc1ccccc1	i	12	i	i	-22	i	i	i	i	i	-4
COc1ccc(OCCCC(=O)Nc2cccc([N+](=O)[O-])c2)cc1	i	0	i	i	-6	i	i	i	i	i	-4
Cc1nc(N)sc1C(=O)NN	i	3	i	i	-7	i	i	i	i	i	1
Cc1cc2c(cc1C)C(c1ccsc1)CC(=O)N2 (centres undefined)	i	12	i	i	-16	i	i	i	i	i	-6
CC(C)c1cc(C(=O)O)n[nH]1	i	-5	i	i	0	i	i	i	i	i	-2
CCc1nnc(NC(=O)C2CCN(c3nccc(C)n3)CC2)s1	i	-8	i	i	-10	i	i	i	i	i	-1
CC(O)CSc1nc2c(c(=O)[nH]c(=O)n2C)n1CC(O)COc1ccccc1 (centres undefined)	i	-1	i	i	-2	i	i	i	i	i	-2
COC(=O)c1c(NC(=O)CSc2nnc(Cn3nnc4ccccc43)n2C)sc(C)c1C	i	.	i	i	-4	i	i	i	i	i	3

Structures from the list above with an aryl thioether with sulfur outside any ring (5):
SMILES	KCNK3 inh	Dyrk1A ADPGlo	KCNQ1 pot	ANO1 block	hERG rescue	TRPC4 act	KCNK9 block	KCNQ1 block	TRPC4 potent	ANO1 activ	HDAC3 inhib
CCCn1c(SCC(=O)Nc2nnc(CC)s2)nnc1-c1ccncc1	i	3	i	i	-9	i	i	i	i	i	-1
COCCN(C(=O)COC(=O)CSc1ccc2ccccc2c1)c1c(N)n(Cc2ccccc2)c(=O)[nH]c1=O	i	12	i	i	-16	i	i	i	i	i	-3
CCOc1ccc(N2C(=O)CC(Sc3nc(O)c(CC)c(=O)[nH]3)C2=O)cc1 (centres undefined)	i	.	i	i	-1	i	i	i	i	i	-3
CC(O)CSc1nc2c(c(=O)[nH]c(=O)n2C)n1CC(O)COc1ccccc1 (centres undefined)	i	-1	i	i	-2	i	i	i	i	i	-2
COC(=O)c1c(NC(=O)CSc2nnc(Cn3nnc4ccccc43)n2C)sc(C)c1C	i	.	i	i	-4	i	i	i	i	i	3

The list continues:
SMILES	KCNK3 inh	Dyrk1A ADPGlo	KCNQ1 pot	ANO1 block	hERG rescue	TRPC4 act	KCNK9 block	KCNQ1 block	TRPC4 potent	ANO1 activ	HDAC3 inhib
Cc1ccc(NC(=O)/C=C/C(=O)O)c(NC(=O)c2ccccc2)c1	i	.	i	i	-1	i	i	i	i	i	-1
Cc1csc(CN(C)C(=O)C2CCC(=O)N(CCCc3ccccc3)C2)n1 (centres undefined)	i	.	i	i	-3	i	i	i	i	i	2
CCOc1ccc2oc(C(=O)NC3CC(C)(C)NC(C)(C)C3)c(C)c2c1	i	6	i	i	-8	i	i	i	i	i	-22
COc1ccc(NC(=O)C2CCCC2)cn1	i	.	i	i	-7	i	i	i	i	i	0
CCOC(=O)CCC(=O)NNC(=O)c1ccc(NC(=O)c2ccccc2)cc1	i	4	i	i	-1	i	i	i	i	-6.8*	-1
Nc1c(Cl)cnn(-c2ccccc2)c1=O	i	.	i	i	-2	i	i	i	i	i	-5
COc1ccc(/C=C(\NC(=O)c2ccccc2Cl)C(=O)NCCCC(=O)O)cc1	i	-3	i	.	-8	i	i	i	i	i	.
CC(=O)NC(CCS(C)(=O)=O)C(=O)Nc1ccc2c(c1)OCCO2 (centres undefined)	i	2	i	i	-2	i	i	i	i	i	0
CCNc1nc(NCC)nc(NC(N)=S)n1	i	.	i	i	-18	i	i	i	i	i	3
Cc1cc(C(=O)O)cc(Br)c1N	i	3	i	i	-5	i	i	i	i	i	-2
Cc1ccc(NS(=O)(=O)c2c(C)[nH]c(=O)[nH]c2=O)c(Br)c1	i	-2	i	i	-1	i	i	i	i	i	-2
CCC/C(=N\NC(=O)CCC(=O)NCc1ccccc1)c1ccccc1	i	-3	i	i	-6	i	i	i	i	i	0
COc1nc2c(s1)C(=O)NCCC2	i	26	i	i	-7	i	i	i	i	i	0
O=C(COc1ccccc1)NC1CCCCC1	i	-2	i	i	-10	i	i	i	i	i	3
Cn1c(=O)c2c(nc(CN3CCOCC3)n2CC(=O)c2ccccc2)n(C)c1=O	i	-3	i	i	-6	i	i	i	i	i	3
COc1cccc(/C=C/C(=O)NCc2ccc3c(c2)OCO3)c1	i	3	i	i	-6	i	i	i	i	i	-1
COc1ccc(C2NN=C(c3ccc(C)cc3)S2)cc1 (centres undefined)	i	-3	i	i	-4	i	i	i	i	i	-2
Cc1c(NC(=O)COc2ncnc3ccccc23)c(=O)n(-c2ccccc2)n1C	i	-5	i	i	-2	i	i	i	i	i	-2
Cc1ccc2nc3c(cc(C(=O)NC4CCCC4)c(=N)n3C3CCCCC3)c(=O)n2c1	i	6	i	i	-15	i	i	i	i	i	-34
